# Screening results deposited in PubChem BioAssay by University of Kansas High Throughput Screening Laboratory.
# mHTT CaM bind: inhibitors of human mutant huntingtin-calmodulin interaction; P42858; AlphaScreen His-mHTT/GST-CaM binding, luminescence; inhibition, % at 15 µM; 190,000 tested, 3.6% active;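 note: 0% = both proteins with DMSO and 100% = one protein alone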
# Target sequence (P42858 whole entry, looked up, stated change not applied): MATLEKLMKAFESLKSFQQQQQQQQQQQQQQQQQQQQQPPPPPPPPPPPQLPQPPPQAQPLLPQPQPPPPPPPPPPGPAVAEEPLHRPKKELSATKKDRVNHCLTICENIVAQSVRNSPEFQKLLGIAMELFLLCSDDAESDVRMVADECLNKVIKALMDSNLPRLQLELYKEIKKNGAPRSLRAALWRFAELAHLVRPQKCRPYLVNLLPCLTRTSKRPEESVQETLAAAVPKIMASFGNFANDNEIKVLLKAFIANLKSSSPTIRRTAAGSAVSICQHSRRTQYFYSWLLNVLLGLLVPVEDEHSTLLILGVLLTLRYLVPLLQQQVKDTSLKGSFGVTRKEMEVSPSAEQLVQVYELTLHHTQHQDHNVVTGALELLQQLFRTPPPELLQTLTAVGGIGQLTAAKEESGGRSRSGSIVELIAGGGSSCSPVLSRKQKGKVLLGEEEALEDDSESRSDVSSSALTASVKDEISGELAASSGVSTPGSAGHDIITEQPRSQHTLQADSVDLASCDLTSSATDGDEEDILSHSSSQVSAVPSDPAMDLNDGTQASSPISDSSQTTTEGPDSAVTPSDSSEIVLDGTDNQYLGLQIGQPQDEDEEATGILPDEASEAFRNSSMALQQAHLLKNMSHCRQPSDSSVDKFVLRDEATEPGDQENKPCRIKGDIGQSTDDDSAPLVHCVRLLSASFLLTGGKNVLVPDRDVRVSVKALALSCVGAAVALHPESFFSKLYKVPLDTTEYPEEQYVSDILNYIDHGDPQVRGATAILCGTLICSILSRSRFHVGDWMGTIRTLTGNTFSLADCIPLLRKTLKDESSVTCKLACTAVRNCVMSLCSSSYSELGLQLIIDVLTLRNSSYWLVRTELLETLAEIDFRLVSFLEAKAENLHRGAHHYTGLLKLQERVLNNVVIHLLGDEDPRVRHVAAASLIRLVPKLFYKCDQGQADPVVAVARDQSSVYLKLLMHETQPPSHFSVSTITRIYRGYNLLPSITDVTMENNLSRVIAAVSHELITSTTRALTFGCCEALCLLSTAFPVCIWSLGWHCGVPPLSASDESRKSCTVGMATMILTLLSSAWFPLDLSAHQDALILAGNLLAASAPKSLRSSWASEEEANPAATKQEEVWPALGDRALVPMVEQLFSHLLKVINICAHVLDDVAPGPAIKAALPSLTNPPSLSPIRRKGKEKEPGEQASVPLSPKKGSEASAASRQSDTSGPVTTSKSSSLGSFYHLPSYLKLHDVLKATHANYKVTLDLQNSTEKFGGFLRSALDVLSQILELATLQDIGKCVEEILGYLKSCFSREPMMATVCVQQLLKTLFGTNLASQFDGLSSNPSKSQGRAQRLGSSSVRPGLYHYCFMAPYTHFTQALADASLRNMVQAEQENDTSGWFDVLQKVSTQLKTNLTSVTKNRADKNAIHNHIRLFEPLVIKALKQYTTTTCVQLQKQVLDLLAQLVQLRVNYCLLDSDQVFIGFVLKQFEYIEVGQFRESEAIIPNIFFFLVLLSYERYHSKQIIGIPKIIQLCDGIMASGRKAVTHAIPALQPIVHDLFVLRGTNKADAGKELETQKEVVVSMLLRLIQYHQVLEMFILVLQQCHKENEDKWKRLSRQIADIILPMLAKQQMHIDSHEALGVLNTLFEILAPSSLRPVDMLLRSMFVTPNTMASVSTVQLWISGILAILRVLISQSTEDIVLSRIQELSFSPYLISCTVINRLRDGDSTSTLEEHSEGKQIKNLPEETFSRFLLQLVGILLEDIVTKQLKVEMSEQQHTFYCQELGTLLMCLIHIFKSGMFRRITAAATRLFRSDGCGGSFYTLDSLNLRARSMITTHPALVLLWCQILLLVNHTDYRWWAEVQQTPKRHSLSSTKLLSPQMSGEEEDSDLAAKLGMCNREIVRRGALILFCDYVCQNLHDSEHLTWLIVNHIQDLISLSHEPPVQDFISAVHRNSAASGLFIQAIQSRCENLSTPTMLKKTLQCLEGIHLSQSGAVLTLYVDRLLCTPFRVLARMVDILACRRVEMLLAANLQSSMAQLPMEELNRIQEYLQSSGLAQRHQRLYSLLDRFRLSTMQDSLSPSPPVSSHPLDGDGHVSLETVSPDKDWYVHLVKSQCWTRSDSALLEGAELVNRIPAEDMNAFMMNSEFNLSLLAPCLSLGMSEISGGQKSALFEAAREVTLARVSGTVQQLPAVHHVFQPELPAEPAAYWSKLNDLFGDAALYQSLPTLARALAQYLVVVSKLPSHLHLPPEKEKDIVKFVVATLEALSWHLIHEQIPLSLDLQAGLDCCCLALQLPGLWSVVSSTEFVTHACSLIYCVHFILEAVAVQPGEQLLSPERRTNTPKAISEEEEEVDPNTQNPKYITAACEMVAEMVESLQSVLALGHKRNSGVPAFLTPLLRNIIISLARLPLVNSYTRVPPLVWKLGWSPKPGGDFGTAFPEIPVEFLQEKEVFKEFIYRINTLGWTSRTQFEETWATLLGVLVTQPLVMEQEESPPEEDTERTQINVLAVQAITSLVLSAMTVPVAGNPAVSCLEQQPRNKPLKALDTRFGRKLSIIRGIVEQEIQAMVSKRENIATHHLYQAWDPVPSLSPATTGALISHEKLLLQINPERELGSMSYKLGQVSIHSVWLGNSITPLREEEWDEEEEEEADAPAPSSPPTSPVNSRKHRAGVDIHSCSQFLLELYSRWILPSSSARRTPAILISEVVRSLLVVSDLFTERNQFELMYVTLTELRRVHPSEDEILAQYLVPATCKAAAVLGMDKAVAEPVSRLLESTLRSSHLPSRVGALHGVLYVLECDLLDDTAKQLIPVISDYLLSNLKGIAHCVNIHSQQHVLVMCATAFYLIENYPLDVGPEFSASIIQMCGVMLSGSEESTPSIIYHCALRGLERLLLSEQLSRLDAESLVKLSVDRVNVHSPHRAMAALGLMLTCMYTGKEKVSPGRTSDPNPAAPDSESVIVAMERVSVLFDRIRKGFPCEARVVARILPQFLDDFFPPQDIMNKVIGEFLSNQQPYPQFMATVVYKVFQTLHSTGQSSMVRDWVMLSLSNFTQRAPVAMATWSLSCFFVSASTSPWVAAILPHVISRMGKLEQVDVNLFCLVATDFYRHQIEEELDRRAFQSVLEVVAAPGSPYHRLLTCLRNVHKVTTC
# Pf apPOL block: Pf-apPOL DNA polymerase inhibition | 210,000 tested, 0.25% active | inhibition, % at 10 µM | Recombinant Pf-apPOL, molecular beacon fluorescence, 1.5 h
# The depositor's hits bear a star; . = not tested or not shown; & = joins results of further samples. Cut-off read from the data, not from the text of the source: active = inhibition above about 50%; inactive = the rest. Some of the compounds tested; count on the stated rates, not on these rows.
molecule,mHTT CaM bind,Pf apPOL block
Cc1ccc(F)c(N2C(=O)c3c(C)nc4ccccc4c3C2=O)c1,8,-8
COc1ccccc1C(=O)N1CCC(COc2ccc(C(=O)N3CCCC3)cc2)CC1,9,-1
O=C(Nc1cccc(C(F)(F)F)c1)c1cc2ccccc2oc1=O,4,0
O=C(NCc1ccc(N2CCCC2)nc1)c1ccc(C(F)(F)F)cc1,15,3
CC(=O)NC(=O)c1cc2cc(Cl)ccc2oc1=Nc1ccc(C#N)cc1,1,0
O=C(NCCc1ccco1)C(=O)NCC1CCCN1S(=O)(=O)c1cccs1 (configuration not stated),-8,2
CC(C)(C)S(=O)(=O)C(C#N)=CNNS(=O)(=O)c1ccc(Cl)c(Cl)c1,.,0
O=C(Nc1cc(Cl)c(Cl)cc1Cl)c1cnc2n(c1=O)CCS2,6,3
COc1cccc(NC(=O)CSc2nnc(Cc3ccccc3)n2C)c1,73*,0
CCN(CC)CCCN1C(=O)C(=O)C(=C(O)c2ccccc2)C1c1ccncc1 (configuration not stated),-3,0
Cc1ccc(-n2nc(C)c3sc(N4CCCN(C(=O)c5ccco5)CC4)nc32)cc1,46,-2
Cc1ccsc1C1C(C#N)=C(N)N(c2ccc(Br)cc2)C2=C1C(=O)CCC2 (configuration not stated),22,-9
O=C(c1ccco1)N1CCN(C2CN(C3CCCC3)S(=O)(=O)C2)CC1 (configuration not stated),-1,1
CC(C)NC(=O)c1cccc(C2CCCN(C(=O)NC(C)C)C2)c1 (configuration not stated),-9,-9
CSc1ccccc1NC(=O)C(=O)NCC1CCN(C(=O)Oc2ccccc2)CC1,-6,1
COC(=O)c1ccc(NC(=O)N2CCCCCC2c2cccs2)cc1 (configuration not stated),-5,-3
Cn1cc2c3c(cccc31)CN(C(=O)Nc1ccccc1)CC2,12,-4
CC(=O)Nc1nc(/C=C/c2ccccc2)c([N+](=O)[O-])c(=O)[nH]1,10,4
Clc1cc(C=Nc2c3ccccc3nc3ccccc23)c2c(c1)COCO2,-4,.
O=C(O)CNC(=O)Cn1c(=O)[nH]c2ccsc2c1=O,-1,-3
CCOc1ccc(NC2OC(C)C(O)C(O)C2O)c([N+](=O)[O-])c1 (configuration not stated),1,0
COc1cccc(CC(=O)NCC23CCCC2N(C)C(=O)CC3)c1 (configuration not stated),-4,-9
CCN1CCN(C(=O)c2cnn(-c3ccccc3C)c2-c2ccccc2)CC1,10,1
O=[N+]([O-])c1ccc(N2CCCC2)cc1SCc1ccco1,7,-1
O=C1NC(=Nc2ccccc2)c2ccc([N+](=O)[O-])cc21,-4,-1
CCOc1ccc(N(C)c2ccc(/C=C3/C(=O)N(c4ccccc4)N=C3C)cc2)cc1,5,2
COc1ccccc1C(=O)Nc1ccc(Cl)cc1[N+](=O)[O-],-1,-4
CN(C)c1ncccc1NC(=O)NC1CCCC1,1,-4
COc1ccc2c(c1OC)C(=O)OC2CC(=O)c1cccc(O)c1 (configuration not stated),-2,-2
CCN(CC)Cc1c(O)ccc2c1OC(=Cc1c[nH]c3ccccc13)C2=O,72*,-31
O=C(Cn1c2c(c(=O)n(C3CCCCC3)c1=O)CCC2)Nc1ccc2ncccc2c1,31,-6
O=C(NCc1ccco1)c1cc2nc(-c3ccco3)cc(C(F)(F)F)n2n1,-7,5
NC(=O)c1nn(-c2ccccc2)nc1NC(=O)CSc1nnnn1-c1cccc(Cl)c1,-3,4
COc1ccc2oc(=O)c(C(=O)Nc3ccc(F)cc3)cc2c1,1,-5
CCCn1ncc(N2CCC(C(=O)NCCc3cccs3)CC2)cc1=O,5,-1
CCCC1CC2(O)CC(C#N)(C(=O)N2)C1(C#N)C#N (configuration not stated),-9&-4,1
CCC(CC)C(=O)N1CCN(c2nc3c(s2)c(C)nn3-c2cccc(C)c2)CC1,0,-3
COc1ccc(-c2nc3n(n2)C(=O)CC(c2ccc(F)cc2)S3)cc1 (configuration not stated),-2,1
Cc1ccc(NC(=O)c2cccc(NC(=O)CCC(=O)O)c2)cc1C,-1,-7
Cc1ccc(CNCc2csc(N3CCN(C(=O)c4cccs4)CC3)n2)cc1,11,-6
CC(C)(C)N=C1Nc2ccccc2CNC12CCN(C(=O)Nc1ccccc1)C2 (configuration not stated),26,-2
Nn1nnnc1Nc1ccccc1,-7,.
CC(C)C(=O)NCc1csc(C2CCN(C(=O)c3ccc(Cl)cc3)CC2)n1,-8,-1
O=C(Cc1ccc(Cl)cc1)N1CCC(CCOc2ccncc2)CC1,8,-5
CC(NC(=O)Nc1ccc(Cl)c(Cl)c1)c1ccccc1 (configuration not stated),73*,-1
C=CCn1c(CSc2ccccc2[N+](=O)[O-])n[nH]c1=S,.,60*
CN1CCN(C(=O)C2CCCN(S(=O)(=O)c3ccc(Cl)cc3)C2)CC1 (configuration not stated),-16,1
CC(=O)N1CCN(c2nc3c(s2)CC(C(=O)NCCC2CCN(C)CC2)CC3)CC1 (configuration not stated),2,-4
CN(C)S(=O)(=O)c1cc(C(=O)NCc2cccnc2)c(Cl)cc1Cl,-7,-1
COc1cc([N+](=O)[O-])cc(CN2CCCCC2)c1O,-2,-2

# The listing continues:
molecule,mHTT CaM bind,Pf apPOL block
Cc1ccccc1NC(=O)c1ccnc(-c2ccsc2)c1,1,-3
CCOc1ccc(C(C)=O)cc1CC(C(N)=O)C(N)=O,-2,-4
CCc1c(C)sc(NC(=O)C2CC2c2ccccc2)c1C(N)=O (configuration not stated),8,-5
CN1CCc2cc(C(CNC(=O)COc3ccc(Cl)cc3)N3CCOCC3)ccc21 (configuration not stated),-11,-9
CCCCN(CCCC)Cc1cc(=O)oc2c(C)c(O)ccc12,2,-8
CCn1c2ccccc2c2cc(CN)ccc21,8,-4
CCC(=O)NCc1csc(C2CCN(C(=O)c3ccc(Br)cc3)CC2)n1,17,-4
C=C1CCN(C(C)C(=O)OC)S(=O)(=O)c2ccccc21 (configuration not stated),-5,-1
CC1CN(CC(O)COC2CC3CCC2(C)C3(C)C)CC(C)O1 (configuration not stated),-4,-3
CC(=O)OC1CCC2(C)C(=CCC3C4CC=C(C#N)C4(C)CCC32)C1 (configuration not stated),-10,.
COC(=O)c1ccc2c(=O)n(Cc3ccc(F)cc3)c(N3CCCCC3)nc2c1,-56,0
COc1ccc2oc(=Nc3cccc(F)c3)c(C(=O)NC(C)=O)cc2c1,8,5
Cn1c(=O)c2c(nc(N3CCCC3)n2CCSc2ncccn2)n(C)c1=O,-3,-3
Cc1c(Cl)cccc1NC(=O)Cc1csc(Nc2ccc(S(C)(=O)=O)cc2)n1,8,0
COc1ccc(-c2cc(C(F)(F)F)n3nc(C(=O)Nc4ccc(C#N)cc4)cc3n2)cc1,-1,-8
Cc1ccccc1CC(=O)N1CCCC(COc2cccc(C(=O)NC3CC3)c2)C1 (configuration not stated),6,-1
COc1ccccc1CNc1ncnc2c1cnn2-c1cccc(C)c1,-2,-8
Cc1nn(-c2ccc(C(=O)N3CCC4(CC3)OCCO4)cc2)c2c1C(=O)CCC2,12,13
[O-][n+]1onc2c1CCc1c-2nc(-c2ccco2)n1O,-4,.
O=C(CSC1=NCCS1)c1ccc(Cl)cc1,-1,-4
CC(C)(C)CC(=O)N1CCc2nc(-c3ccc(Cl)cc3)ncc2C1,0,-1
O=C(O)c1cc(Sc2ccc(F)cc2F)nc2ccccc12,3,32
COc1cc(C(=O)N2CCC(CC(=O)NCCc3ccccc3)CC2)cc(OC)c1OC,-3,-5
Cc1c(N2C(=O)CSC2c2ccc(F)cc2)c(=O)n(-c2ccccc2)n1C (configuration not stated),2,-3
Cc1cc(C)cc(N2CCC(NC(=O)Nc3ccccc3C)C2=O)c1 (configuration not stated),-3,-2
COc1c(Br)csc1-c1nnc(-c2cccc([N+](=O)[O-])c2)o1,.,5
Cc1ccc(NC(=O)N2CCc3nc[nH]c3C2)c(C)c1,-12,0
CCn1c2ccccc2c2cc(C3C(C#N)=C(N)Oc4n[nH]c(COC)c43)ccc21 (configuration not stated),65*,-8
O=c1c2sccc2nc(SCc2cc(=O)n3ccccc3n2)n1CCc1ccccc1,8,-6
CC1CCN(C(=O)C2CCN(c3nc4ccc(-c5ccccc5)nc4s3)CC2)CC1,9,-9
COc1ccccc1-c1ccc(=O)n(CC(=O)Nc2cccc3nsnc23)n1,0,5
COc1cccc2cc(C(=O)Nc3ccc(F)cc3)c(=Nc3ccc(C(=O)O)cc3)oc12,8,-3
Cc1cccc(OCCCN2CCCC2)c1,-3,4
COc1ccc(/C=C/C(=O)NCCc2c[nH]c3ccccc23)cc1OC,36,-4
Cc1ccc(NC(=O)N2CCc3c(c(-c4nc(Cc5ccccc5)no4)nn3C)C2)cc1,25,-4
CCC(=O)N1CCc2cc(Br)cc(S(=O)(=O)CCC(=O)N3CCCCCC3)c21,0,2
O=C(NCc1ccco1)c1cccc(C(=O)NCc2ccco2)n1,8,3
Cn1c2ccccc2c2cc(C(=O)O)ccc21,-1,-3
CCOC(=O)c1c(C)oc2ccc(OC(=O)C3CCCCC3)cc12,-30,-3
CC1CCN(c2nccc(C(=O)N(C)Cc3ccccc3)n2)CC1,9,-5
O=C(NCc1ccccc1)c1ccccc1N(Cc1ccccc1)S(=O)(=O)c1ccccc1,-2,-1
CC12C=CC3(CN(Cc4ccccc4)C(=O)C3C1C(=O)NCc1ccco1)O2 (configuration not stated),3,1
Cc1c(Br)c(Br)c(Br)c(Br)c1Br,.,-3
Cc1ccccc1Nc1nccc(C2CCCN(C(=O)C3CC3)C2)n1 (configuration not stated),3,-4
CCC(=O)Nc1cccc(-c2noc(C3CCCN(C(=O)c4ccsc4)C3)n2)c1 (configuration not stated),-1,-2
CCC(CC)NC(=O)C1CCc2nc(N3CCN(C(C)=O)CC3)sc2C1 (configuration not stated),12,-6
COc1ccc(C2C(C(=O)Nc3cccnc3)=C(C)Nc3ncnn32)cc1 (configuration not stated),-4,-6
CC(NS(=O)(=O)c1ccc2c(c1)OCCO2)C(=O)O (configuration not stated),-4,-2
CCc1c(C)sc(NC(=O)c2ccc(C(C)C)cc2)c1C(N)=O,-2,0
CC1(C)Cc2nc3sc4c(N5CCCCC5)ncnc4c3cc2CO1,0,-4

# (list continues)
molecule,mHTT CaM bind,Pf apPOL block
Cc1ccc(NC(=O)CSc2nc3n(n2)C(=O)C(=O)N3)cc1,3,94*
O=C1CCSCC(C(=O)O)N1 (configuration not stated),-5,-5
COc1ccccc1-c1cc(C(=O)NCCN2CCOCC2)c2ccccc2n1,4,-4
CC(=O)N1Cc2ccccc2C(C)CC12CCCCC2 (configuration not stated),-14,-3
CN(C)c1ccc(C(=O)N2CCC(CCOc3ccccc3F)CC2)cc1,88*,-6
CCN1C(=O)CCC2(C(=O)N3CCCCC3)CCCC=C12 (configuration not stated),-9,7
COc1cccc(C(=O)N2CC3CC2CC3NC(=O)c2ccccc2)c1OC (configuration not stated),4,-4
COc1ccc2c(c1)CCc1c-2n[nH]c1C(=O)N1CCc2nc3cc[nH]n3c(=O)c2C1,40,30
Cc1ccc(N2CC(C(=O)NC3CCCCC3)CC2=O)cc1Cl (configuration not stated),-4,-4
Cc1ccc2oc(-c3cc(NC(=O)c4ccccc4C)ccc3O)nc2c1,2,-2
CC(=NC(N)=Nc1nc(C)c2cc(C)c(C)cc2n1)c1ccccc1C(=O)O,1,-8
COc1ccc2c(c1)OC(=O)CC2c1ccccc1C (configuration not stated),16,-3
COc1cccc(C2=NOC(C(=O)Nc3cc(Br)ccc3O)C2)c1OC (configuration not stated),-3,-2
COc1ccccc1CN1CCc2nc(N3CCN(c4ncccn4)CC3)ncc2C1,100*,5
O=C(NCC(c1cccs1)N1CCc2ccccc21)c1ccccc1[N+](=O)[O-] (configuration not stated),34,-3
COc1ccc(CC(=O)N2CCCC2c2nc(-c3cccc(C)c3)no2)cc1 (configuration not stated),14,-5
Cc1ccc(Cn2nc(C)cc2C(=O)Sc2ccc(Cl)cc2)cc1,.,-10
O=C(ON=C1C2CC3CC(C2)CC1C3)c1ccccc1F,-13,10
CCOc1ccc(-n2c(SC)nc3c(c2=O)SCC3)cc1,-5,-2
OCCOc1c(Cl)cc(Cl)c2cccnc12,18,.
Cc1nc(C2CCCN2S(=O)(=O)c2c(C)noc2C)n[nH]1 (configuration not stated),1,-1
CC(C)c1ccc(O)c(NC(=O)c2cncc(Br)c2)c1,-3,-8

# A stretch from further up, as a working copy:
molecule,mHTT CaM bind,Pf apPOL block
Cc1ccc(Cn2nc(C)cc2C(=O)Sc2ccc(Cl)cc2)cc1,.,-10
O=C(ON=C1C2CC3CC(C2)CC1C3)c1ccccc1F,-13,10
CCOc1ccc(-n2c(SC)nc3c(c2=O)SCC3)cc1,-5,-2
OCCOc1c(Cl)cc(Cl)c2cccnc12,18,.
Cc1nc(C2CCCN2S(=O)(=O)c2c(C)noc2C)n[nH]1 (configuration not stated),1,-1
CC(C)c1ccc(O)c(NC(=O)c2cncc(Br)c2)c1,-3,-8

# Ordered by length of the SMILES (smallest number first): some entries from above.
molecule,mHTT CaM bind,Pf apPOL block
OCCOc1c(Cl)cc(Cl)c2cccnc12,18,.
CC(C)c1ccc(O)c(NC(=O)c2cncc(Br)c2)c1,-3,-8
O=C(NCC(c1cccs1)N1CCc2ccccc21)c1ccccc1[N+](=O)[O-] (configuration not stated),34,-3
